Bioassay records deposited in PubChem BioAssay by National Center for Advancing Translational Sciences (NCATS).
Nrf2 ARE act = qHTS of Nrf2 Activators. Potency, µM (series often up to 46.1 µM), inactives show at the highest dose activation, hits mostly activators. hit rate 0.31% among 410,000. AREc32 ARE-luciferase reporter (MCF7-derived line), luminescence, 24 h; also: potency is read from the fitted curve at half-maximal effect; % of control where 0% means no effect; nearly all actives have a fitted effect of over 65% in size
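Cells of the AREc32 ARE-luciferase line are plated in OPTI-MEM containing 5% FBS and left overnight at 37 deg C. Compounds are pinned in, incubation continues 24 hr, and firefly luciferase signal is then measured.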
TGFb SMAD3 inh = qHTS for Inhibitors of TGF-b; HepG2 CAGA-GFP TGF-b/SMAD3 reporter, GFP fluorescence, 18 h; TGF-beta stimulated, 500 pg/mL final; Potency, µM (titrated, usually from 46.1 µM), inactives show at the top dose activity, negative = inhibition, actives largely listed as inhibitors; hit rate 1.2% among 410,000; AID 588855, 2011; also: potency is read from the fitted curve at half-maximal effect; % is scaled to controls: 0 for no effect and ±100 for the full control effect; nearly all actives have a fitted effect of over 65% in size
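HEPG2 CAGA-GFP reporter cells (1000/well, DMEM with 1% FBS) received compounds, then recombinant TGF-beta at 500 pg/mL final for 18 hours at 37 degrees C. Per-cell GFP summed per well was normalised to unstimulated and stimulated DMSO controls before curve fitting.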
A549 viability = Nrf2 qHTS screen for inhibitors: counterscreen for cytotoxicity. A549 ARE-Fluc cells, CellTiter-Fluor viability, 18-24 h. Potency, µM (doses to about 46 µM), for the others: top-dose activity change, negative = cytotoxicity, hits mostly inhibitors. hit rate 0.16% among 390,000. AID 504648, 2011; also: potency is read from the fitted curve at half-maximal effect; % is scaled to controls: 0 for no effect and ±100 for the full control effect
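A549 ARE-Fluc cells in 5% FBS OPTI-MEM, 5000 cells/well, rested 2 h then exposed to compounds in concentration-response for 18-24 h at 37 °C. Viability by CellTiter-Fluor fluorescence (Ex 405/Em 525) after 30 min; luciferase luminescence (BugLite, 15 min, RT) read afterwards.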
HepG2 tox = qHTS for Inhibitors of TGF-b: Cytotox Counterscreen | Potency, µM (series often up to 46.1 µM), inactives show at the top dose activity change, negative = cytotoxicity, most hits filed as cytotoxic | HepG2 CAGA-GFP viability, ATP luminescence, 18 h | hit rate 0.76% among 410,000 | AID 588856, 2011; also: potency is read from the fitted curve at half-maximal effect; some results filed as inactive show a strong effect at the top dose
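HepG2 CAGA-GFP cells (1000/well, DMEM with 1% FBS) received compound, then TGF-beta at 500 pg/mL final, and were incubated 18 hours at 37 degrees C. Viability was read by CellTiter-Glo luminescence. Media-only wells were set as complete cell-killing and DMSO as no toxicity.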
S2 tox = Viability Counterscreen for Primary qHTS for Inhibitors of ATXN expression; S2 cells (HEK-293 line with an ATXN2-luciferase reporter) viability, CellTiter-Fluor protease fluorescence, 24 h; Potency, µM (top dose mostly 56.7 µM), usual class: cytotoxic; hit rate 0.49% among 400,000; AID 651635, 2014; also: potency is read from the fitted curve at half-maximal effect; nearly all actives have a fitted effect of over 40% in size
ATXN2 expr inh = Primary qHTS for Inhibitors of ATXN expression | HEK-293 ATXN2-luciferase reporter, luminescence, 24 h | Potency, µM (titrated, usually from 57 µM), for the others: at the highest dose activity change, negative = inhibition, actives largely listed as inhibitors | hit rate 0.72% among 360,000; also: potency is read from the fitted curve at half-maximal effect; % is scaled to controls: 0 for no effect and ±100 for the full control effect; nearly all actives have a fitted effect of over 55% in size
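qHTS (up to 57 uM final) was run with 24 h compound exposure of reporter cells at 37 °C. Each well was multiplexed: SteadyGlo luminescence measured ATXN2-luciferase expression after a fluorogenic Gly-Phe-AFC viability readout (25 uM final).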
Nrf2 block = Nrf2 qHTS screen for inhibitors. A549 ARE-Fluc reporter, luciferase luminescence, 18-24 h. Potency, µM (series often up to 46 µM), for inactives: at the top dose activity change, negative = inhibition, most hits filed as inhibitors. hit rate 2.1% among 360,000. AID 504444, 2011; also: potency is read from the fitted curve at half-maximal effect; % is scaled to controls: 0 for no effect and ±100 for the full control effect; nearly all actives have a fitted effect of over 60% in size
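A549 ARE_Fluc cells, 5000/well, 5% FBS OPTI-MEM; compounds in dose-response, 18-24 h at 37 °C/5% CO2; CellTiter-Fluor viability read (Ex 405/Em 525), then BugLite luciferase luminescence = Nrf2 activity.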
IL1B secr inh = qHTS for Inhibitors of Inflammasome Signaling: IL-1-beta AlphaLISA Primary Screen; THP-1 LPS/ATP IL-1B secretion, AlphaLISA, 16 h; active compounds read low; activity change, % at 57.5 µM; hit rate 4.7% among 360,000; in the data active = activity change below about -50%; inconclusive = mostly about -30% to -49%; also: % is scaled to controls: 0 for no effect and ±100 for the full control effect
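THP-1 cells pretreated 1 hr with compounds (up to 57.5 uM final), then stimulated with LPS (250 ng/mL final) plus ATP (1.25 mM final); secreted IL-1B measured by AlphaLISA after 16 hr, decreased signal indicating inhibition.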
MCF10A rereplic = A quantitative high throughput screen for small molecules that induce DNA re-replication in MCF 10a normal breast cells; MCF 10A DNA re-replication, Hoechst nuclear intensity, 48 h; hit rate 2.9% among 350,000; Potency, µM (highest dose often 46.1 µM), for the others: at the top dose activity, positive = re-replication, usual class: activators; also: potency is read from the fitted curve at half-maximal effect; % of control where 0% means no effect; nearly all actives have a fitted effect of over 50% in size
An asterisk follows results filed as active; i = inactive; ? = inconclusive; / = no result given; [ ] = remark or other dose. Unless noted, calls follow the shape of the dose curve; as a rule, active = well fitted curve in the direction sought with a large enough effect; inconclusive = small, poorly fitted or top-dose-only effect, or another doubt; inactive = no such curve, though single readings can be large; an effect the other way counts as inactive or inconclusive.

SMILES | Nrf2 ARE act | TGFb SMAD3 inh | A549 viability | HepG2 tox | S2 tox | ATXN2 expr inh | Nrf2 block | IL1B secr inh | MCF10A rereplic
O=C(NCC12CC3CC(CC(C3)C1)C2)c1nn2c(c1Cl)NC(c1ccco1)CC2C(F)(F)F (stereo unspecified) | -1.0% | 4% | -13% | -2% | i | 6% | ? | -8 | ?
COc1ccc(N2CCN(C(=O)c3ccc(Br)o3)CC2)cc1 | -1.2% | 0% | 1% | 0% | i | 8% | 0% | -9 | 2%
Cc1ccc(C(=O)/C=C/c2c[nH]c3ccccc23)cc1 | ? | ? | -6% | -63% | i | -23% | ? | -14 | 5%
COc1cccc(CNC(=O)CNS(=O)(=O)c2ccc3nc(C)sc3c2)c1 | 2.7% | / | 0% | 0% | / | / | -4% | / | /
NNc1nccc(Nc2ccccc2C(=O)O)n1 | 0.1% | ? | -2% | -13% | i | -7% | -17% | -67* | -4%
Cn1c(C(=O)O)c(C=O)c2ccccc21 | 0.5% | 2% | -1% | -4% | i | -15%[11.3 µM] | 11% | -70* | -3%
CN(c1cccc(NC(=O)CN(c2cccc(Cl)c2)S(=O)(=O)c2ccc(Cl)cc2)c1)S(C)(=O)=O | -0.4%[9.22 µM] | ? | 12% | -16% | i | -17% | -23% | -15 | 17%
Cc1cc(C(=O)O)c2ccccc2n1 | 0.0% | 4% | 2% | 5% | i | -1% | 10% | 7 | -4%
Cn1c(SCC(=O)N2CCCC2)nnc1-c1cccs1 | 1.8% | -14% | 2% | -17% | i | 13% | ? | -20 | 12%
CCN(CC)S(=O)(=O)c1cccc(C(=O)N/N=C(\C)c2ccc(O)cc2O)c1 | -0.6% | 21% | ? | -29% | / | 2.4µM* | 10µM* | 93 | 3.7µM*
COC(=O)C(NS(=O)(=O)c1ccc(NC(C)=O)cc1)C(C)C (stereo unspecified) | -0.6% | -19% | 0% | 0% | i | -2% | 9% | 39 | ?
Cc1cccc(NC(=O)CSCC(=O)N(C)CC(=O)Nc2cccc(F)c2)c1 | -0.8% | 7% | 0% | 3% | i | 0% | -10% | 22 | ?
CC(NC(=O)CCCN1C(=O)c2ccccc2C1=O)c1ccc2c(c1)CCCC2 (stereo unspecified) | 0.1% | -9% | 5% | -18% | i | -8% | -3% | -1 | 3%
Cc1ccc(C)c(S(=O)(=O)N2CCN(CC(=O)NC(C)c3ccccc3)CC2)c1 (stereo unspecified) | -1.1% | -19% | -3% | -18% | i | 5% | -22% | -15 | 7%
O=C(CSc1ccccc1)N1CCC(N2CCC(C(=O)N3CCCC3)CC2)CC1 | 1.4% | 1% | 1% | 1% | i | 15% | 16% | 29 | 4%
S=C(Nc1ccc(Cl)cc1)N1CCN(C2CCCCC2)CC1 | 0.4% | 26% | ? | -15% | i | -13% | 24% | -2 | 9%
Cc1ccc(S(=O)(=O)N2CCOCC2)cc1NC(=O)CSc1nnc(N)s1 | -0.5% | 7% | -6% | -5% | i | -7% | 0% | 19 | -2%
CCn1c(SCC(=O)Nc2nncs2)nnc1-c1ccco1 | 0.3% | -1% | -5% | 12% | i | 21% | 11% | 15 | 9%
CCN1C(=O)c2ccccc2S(=O)(=O)c2ccc(C(=O)N3CCOCC3)cc21 | 0.1% | 3% | 0% | 5% | i | 8% | 1% | 7 | 5%
CCc1csc(CNC(=O)C2CCC(=O)N(Cc3cccc(OC)c3)C2)n1 (stereo unspecified) | -2.4% | 0% | / | 0% | i | / | / | ? | /
COc1ccccc1C(=O)Nc1ccnn1C1CCN(C/C=C/c2ccccc2)CC1 | -0.6% | -4% | -13% | 3% | i | -18% | -1% | -19 | -1%
N=c1c(S(=O)(=O)c2ccc(Br)cc2)cc2c(=O)n3ccccc3nc2n1Cc1ccccc1 | 0.1% | -5% | 0% | -1% | i | 2% | ? | -10 | ?
C/C(=N\Nc1nc(N2CCOCC2)nc(N2CCOCC2)n1)c1cccc([N+](=O)[O-])c1 | 0.4% | 9% | 3% | -1% | i | -26% | ? | -3 | 29%
COc1ccc(N=C2SC(CC(=O)Nc3ccccc3)C(=O)N2CCc2ccccn2)cc1 (stereo unspecified) | 2.0% | ? | -13% | -25% | ? | 4% | -4% | -13 | 26%
CCN(C(=O)COC(=O)c1ccc[nH]c1=O)c1cccc2ccccc12 | 0.4% | 7% | -6% | -1% | i | -3% | -9% | 9 | -28%
O=C(NCc1ccc2c(c1)OCO2)C1CC(=O)N(c2ccc(O)cc2)C1 (stereo unspecified) | -0.1% | 8% | -3% | -12% | i | -3% | 12% | 19 | -2%
O=C(NCc1ccc(Cl)cc1)C1CCCCN1S(=O)(=O)c1ccccc1 (stereo unspecified) | -0.2% | -3% | -9% | -8% | i | -1% | -2% | -2 | -2%
Cc1ccc(NC(=O)CN2CCN(S(=O)(=O)c3ccc(C(C)C)cc3)CC2)cc1F | 4.0% | ? | -23% | -7% | i | -26% | / | / | /
NC(=O)Nc1ccccc1C(=O)NCCc1ccccc1 | 3.7% | -6% | 0% | -1% | i | 48%[activator] | ? | 18 | -2%
CC(=O)Nc1c(C(=O)O)oc2ccccc12 | 0.6% | -5% | -8% | -7% | i | 24% | 4% | 20 | 1%
COCCN1CC(C(=O)NCc2ccccc2-n2ccnc2C)CCC1=O (stereo unspecified) | -0.2% | 11% | 1% | 9% | i | 8% | 2% | 7 | 1%
COc1ccc(-n2c(SC(C)C(=O)N3CCOCC3)nc3ccccc3c2=O)cc1 (stereo unspecified) | -0.2% | ? | -15% | -16% | ? | -8% | -4% | 4 | 0%
Cc1cc(NC(=O)CS(=O)(=O)c2cn(Cc3cccc(Cl)c3)c3ccccc23)no1 | 0.2% | 18µM* | / | 4% | ? | 0% | / | -25 | /
Cc1cccn2c(=O)c3cc(C#N)c(=NC(=O)c4ccco4)n(Cc4ccco4)c3nc12 | 3.1% | -18% | 0% | 1% | i | 2% | -12% | 44 | 9%
Cc1ccccc1NC(=O)CN(C)S(=O)(=O)c1cccc2cccnc12 | -1.3% | 0% | 2% | 3% | i | 2% | 7% | 1 | 12%
COc1cccc(N2CCN(C(=O)c3cc(-c4ccc(F)cc4)[nH]c3C)CC2)c1 | 8.1% | ? | -23% | -9% | i | -17% | ? | ? | ?
O=C(Cn1cncn1)NCc1ccccc1Br | -0.7% | ? | -17% | 0% | i | 3% | -3% | -3 | -2%
O=C1NN(c2ccccc2)C(=O)/C1=C/c1ccc(-c2ccc(Cl)c(C(=O)O)c2)o1 | -0.3% | 0% | -13% | -23% | ? | -35% | -2% | 47 | 21%
O=C(CS(=O)CC(=O)Nc1cccc2c1CCCC2)Nc1ccc(F)cc1 (stereo unspecified) | 0.2% | -2% | 1% | 11% | i | -6% | 15% | 0 | -12%
Cc1cccc(-n2c(=O)c3ccccc3n(Cc3ccccc3)c2=O)c1 | -0.8% | -6% | -13% | -16% | i | -12% | -20% | / | /
CCOC(=O)N1CCc2c(sc3c2c(=O)n(Cc2ccccc2)c(=O)n3Cc2cc(C)ccc2C)C1 | -0.7% | -12% | -11% | 5% | / | / | 7% | / | /
CN(C)S(=O)(=O)c1ccc(C(=O)N2CC(=O)Nc3ccc(Br)cc3C2c2ccc(F)cc2)cc1 (stereo unspecified) | 7.7% | -30% | 8% | -9% | i | 3% | 28%[9.27 µM] | / | /
CCOc1ccccc1N(C)C(=O)CCS(=O)(=O)c1ccc2c(c1)NC(=O)C(C)S2 (stereo unspecified) | -0.4% | -11% | 0% | -22% | i | -23% | -17% | 6 | -1%

Structures above that contain an aryl methoxy group:
SMILES | Nrf2 ARE act | TGFb SMAD3 inh | A549 viability | HepG2 tox | S2 tox | ATXN2 expr inh | Nrf2 block | IL1B secr inh | MCF10A rereplic
COc1ccc(N2CCN(C(=O)c3ccc(Br)o3)CC2)cc1 | -1.2% | 0% | 1% | 0% | i | 8% | 0% | -9 | 2%
COc1cccc(CNC(=O)CNS(=O)(=O)c2ccc3nc(C)sc3c2)c1 | 2.7% | / | 0% | 0% | / | / | -4% | / | /
CCc1csc(CNC(=O)C2CCC(=O)N(Cc3cccc(OC)c3)C2)n1 (stereo unspecified) | -2.4% | 0% | / | 0% | i | / | / | ? | /
COc1ccccc1C(=O)Nc1ccnn1C1CCN(C/C=C/c2ccccc2)CC1 | -0.6% | -4% | -13% | 3% | i | -18% | -1% | -19 | -1%
COc1ccc(N=C2SC(CC(=O)Nc3ccccc3)C(=O)N2CCc2ccccn2)cc1 (stereo unspecified) | 2.0% | ? | -13% | -25% | ? | 4% | -4% | -13 | 26%
COc1ccc(-n2c(SC(C)C(=O)N3CCOCC3)nc3ccccc3c2=O)cc1 (stereo unspecified) | -0.2% | ? | -15% | -16% | ? | -8% | -4% | 4 | 0%
COc1cccc(N2CCN(C(=O)c3cc(-c4ccc(F)cc4)[nH]c3C)CC2)c1 | 8.1% | ? | -23% | -9% | i | -17% | ? | ? | ?
